A3A deaminase = blocks human APOBEC3A ssDNA deamination. P31941. recombinant A3A, FAM/TAMRA ssDNA deamination fluorescence. inhibition, % at 20 µM. actives 0.41% (n = 330,000). AID 493011;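 active = at least 40% inhibition at 20 µM here, with at most 30% in a related deaminase screen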;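 also: plate controls were A3A with DMSO for no effect and wells lacking A3A enzyme for full effect; some results filed as inactive read as strong as hits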
Target sequence (P31941 whole entry, looked up): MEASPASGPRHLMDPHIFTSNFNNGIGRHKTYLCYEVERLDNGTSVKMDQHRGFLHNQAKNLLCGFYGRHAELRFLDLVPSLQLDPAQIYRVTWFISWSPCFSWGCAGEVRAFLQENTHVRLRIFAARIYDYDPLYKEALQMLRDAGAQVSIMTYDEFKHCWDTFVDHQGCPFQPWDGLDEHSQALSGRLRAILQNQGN
mIAP activ = increases mouse intestinal alkaline phosphatase activity. activation factor at 10 µM. AID 2805. actives 0.24% (n = 330,000). muIAP, CDP-Star luminescence, 30 min; hits give high values; 1 = vehicle-only enzyme signal, 0 = enzyme-free wells;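 active = activation factor of at least 2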; also: the source names both 10 and 20 µM as test concentration; values of inactives mirror those of a sister screen read the other way
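Assay system: mouse IAP enzyme; reagent: chemiluminescent substrate CDP-Star; dosing: test compounds delivered from DMSO solution; schedule: 30 min at room temperature; measured by: luminescence from enzymatic CDP-Star hydrolysis; controls: DMSO-only wells and no-enzyme negative control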
A3G deaminase = inhibitors of human APOBEC3G DNA deaminase | Q9HC16 | recombinant A3G, ssDNA deamination FAM/TAMRA fluorescence | inhibition, % at 20 µM | actives 0.28% (n = 330,000);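 active = inhibition of at least 40% at 20 µM, with no more than 30% in the related APOBEC3A deaminase screen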;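 also: plate controls were DMSO wells with A3G for no effect and wells lacking A3G enzyme for full effect; some compounds called inactive have numbers as strong as hits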
Target sequence (Q9HC16 whole entry, looked up): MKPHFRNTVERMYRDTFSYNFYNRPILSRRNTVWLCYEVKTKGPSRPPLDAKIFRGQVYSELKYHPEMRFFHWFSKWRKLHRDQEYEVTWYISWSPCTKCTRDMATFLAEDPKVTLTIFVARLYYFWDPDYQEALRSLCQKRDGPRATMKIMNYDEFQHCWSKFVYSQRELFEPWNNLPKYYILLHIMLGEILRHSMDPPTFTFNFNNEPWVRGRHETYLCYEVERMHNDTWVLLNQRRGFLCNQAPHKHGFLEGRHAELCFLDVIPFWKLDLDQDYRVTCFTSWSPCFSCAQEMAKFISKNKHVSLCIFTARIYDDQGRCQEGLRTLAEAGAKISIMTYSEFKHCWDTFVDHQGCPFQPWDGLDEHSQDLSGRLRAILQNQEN
hIAP activ = increases human intestinal alkaline phosphatase activity | purified human IAP, CDP-Star luminescence, 30 min; hits give high values; 1 = vehicle-only enzyme, 0 = enzyme-free background | actives 0.16% (n = 330,000) | activation factor at 10 µM;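 active = activation factor of the enzyme at least 2-fold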; also: the source names both 10 and 20 µM as test concentration; values of inactives mirror those of a sister screen read the other way
MPTP inh = permeability transition pore inhibition; isolated mouse mitochondria, Ca2+ swelling absorbance, 30 min; inhibition, % at 10 µM; actives 1.4% (n = 360,000); AID 602449;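 active = inhibition of 50% or more, scaled per plate between neutral and stimulator controls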;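 also: 0% = DMSO wells given calcium and 100% = 1 mM EGTA wells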
mIAP block = mouse IAP inhibition | purified mouse IAP, CDP-Star luminescence, 30 min | AID 2806 | actives 0.2% (n = 330,000) | inhibition, % at 10 µM;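 active = inhibition of at least 40% at 10 µM in the primary screen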;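 also: plate controls were DMSO with enzyme for no effect and no enzyme wells for full effect; values of inactives mirror those of a sister screen read the other way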
MIN6 prolif = MIN6 beta-cell proliferation induction; AID 2380; actives 0.29% (n = 330,000); MIN6 cells proliferation, ATPlite luminescence, 48 h; cells starved in 0.2% serum; 100% = growth in 10% serum; proliferation, % at 10 µM;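 active = compounds whose signal lies at least 3.5 SD above the mean of all wells on their plate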;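 also: 0% = DMSO-treated cells in low-serum medium and 100% = 10% serum control; some compounds called inactive have numbers as strong as hits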
GRIN3A LBD mod = modulates the human NR3A ligand-binding domain; NR3A LBD differential scanning fluorimetry, Tm shift; 0% = protein alone, 100% = glycine-bound protein; Tm shift relative to glycine control, % at 25 µM; actives 2.5% (n = 340,000); AID 1259313;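 active = melting temperature shift of at least 10% of the positive control shift, at one fixed dose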
hIAP inh = blocks human intestinal alkaline phosphatase; purified IAP, CDP-Star luminescence, 30 min; actives 0.12% (n = 330,000); P09923; inhibition, % at 10 µM;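 active = inhibition reaching a set limit with compound at 10 µM in the primary screen, cut at about 35% in these data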;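 also: plate controls were DMSO wells with enzyme for no effect and no-enzyme buffer wells for full effect; values of inactives mirror those of a sister screen read the other way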
Starred values were filed as active, the others as inactive.

SMILES	A3A deaminase	mIAP activ	A3G deaminase	hIAP activ	MPTP inh	mIAP block	MIN6 prolif	GRIN3A LBD mod	hIAP inh
Cc1ccc(C(=O)OCc2nc(N)nc(Nc3ccccc3C)n2)cc1	3.5	1.04	-5.0	1.02	-2.2	-4.1	-0.9	-2.0	-1.6
O=C(O)c1cc(-c2ccccc2)n(-c2ccc(Cl)cc2)n1	0.0	0.924	-3.7	1.01	1.0	7.6	3.5	-2.0	-1.0
N#Cc1cccnc1N1CCC(C(N)=O)CC1	-4.4	0.985	-10.1	0.995	-0.3	1.5	-0.6	-0.1	0.5
CCC(=O)c1ccc(/C=C/c2nc3ccccc3n2C)o1	-0.7	1.04	-4.3	1.1	0.4	-4.4	-4.1	-0.7	-9.7
CCOC(=O)N1CCN(C(=O)c2oc3ccc(S(=O)(=O)N(CC)CC)cc3c2C)CC1	-2.8	1.01	-7.9	1.31	1.6	-1.5	-1.1	-1.4	-31.4
Cn1c(=O)c2c(nc(CN3CCN(C(=O)c4ccco4)CC3)n2CCc2ccccc2)n(C)c1=O	-1.6	0.952	-6.3	0.922	1.3	4.8	-2.4	-0.2	7.8
COC(=O)CN(c1nc(C)c(Br)c(OC)n1)S(=O)(=O)c1ccc(C)cc1	2.8	0.976	1.2	0.925	-0.9	2.4	1.5	-1.6	7.5
OC1CCCN(CC(O)COC(c2ccccc2)c2ccccc2)C1 (stereo unspecified)	0.9	0.975	-3.9	1.09	2.6	2.5	-2.0	0.2	-9.0
COc1cc(C)ccc1OCC(=O)NCC1CCCO1 (stereo unspecified)	2.5	1.01	12.7	1.07	-1.7	-1.5	-0.7	1.8	-6.7
COc1ccc(NC(=O)c2cc(S(=O)(=O)N3CCS(=O)(=O)CC3)ccc2Cl)cc1	4.0	1.03	2.7	0.669	-0.1	-3.4	3.7	0.0	33.1
O=C(Cn1nc(C(F)F)cc1C1CC1)N1CCCC1	1.3	0.983	-6.2	0.957	-2.6	1.7	-5.7	-0.9	4.3
O=C(NNC(=O)c1cc2cc(OC(F)(F)F)ccc2[nH]1)c1cccc(C(F)(F)F)c1	4.5	0.91	-5.1	1.49	10.3	9.0	-2.4	22.6*	-49.2
O=C(CSc1ncnc2ccccc12)NC1CCS(=O)(=O)C1 (stereo unspecified)	-4.7	0.872	-7.8	0.919	-2.5	12.8	-1.7	1.0	8.1
COC(=O)c1ccc2nc(NC(=O)C(C)(C)C)sc2c1	-3.0	0.945	-0.4	0.977	1.4	5.5	-5.8	-0.1	2.3
COc1ccc2[nH]c(C(=O)Nc3cccc(C)n3)cc2c1	-7.2	1.07	-2.4	1.05	0.3	-6.7	-3.2	-2.5	-5.5
Cc1ccc(Nc2nc(CSc3nnc(-c4ccncc4)n3C)cs2)cc1	-0.5	0.837	-6.0	0.92	0.2	16.3	-5.1	-5.7	8.0
Cc1cccc(NC(=O)CCCc2ccccc2)c1	0.9	1.07	-3.4	0.961	0.0	-7.2	-3.0	-1.8	3.9
O=C1OC(Nc2cc(Br)cc3cccnc23)c2ccccc21 (stereo unspecified)	11.2	1.01	18.9	0.978	0.4	-1.3	-2.6	-3.0	2.2
Cc1cc2ccccn2c1C(=O)c1ccncc1	-5.7	0.953	-6.1	0.698	-0.4	4.7	1.1	-0.1	30.2
Cc1cc2c(cc1S(=O)(=O)CCC(=O)NCCc1ccccc1)OCC(=O)N2	6.1	0.988	3.7	1.02	0.5	1.2	1.3	0.3	-2.3
COc1ccc(CNS(=O)(=O)c2ccc(S(=O)(=O)N3CCCCC3)cc2)cc1	-2.2	0.913	-7.9	0.871	0.9	8.7	-1.8	-2.5	12.9
Cn1c(CSCc2ccc(F)cc2)n[nH]c1=S	-3.9	0.966	33.1	0.957	1.9	3.4	0.8	-2.2	4.3
CC(=O)Nc1ccc2c(c1)c1ccccc1n2C(C)=O	-2.5	1.07	-4.3	1.08	2.9	-6.6	0.0	-2.4	-7.8
O=C(NCc1ccccn1)Nc1ccc2c(c1)OCO2	-3.0	0.957	-5.1	1.08	2.3	4.3	-0.7	-0.1	-7.9
COc1ccc(/C=N/NC(=O)Cn2cnc3ccccc3c2=O)cc1	1.6	0.996	-2.5	1.06	0.2	0.4	0.0	-1.8	-6.0
CN(C)CCCNc1ccc(-c2n[nH]c(=O)c3ccccc23)cc1[N+](=O)[O-]	12.6	0.905	-3.4	0.859	-0.3	9.5	-3.9	-2.1	14.1
COc1ccc(-c2nc(SC(C)C(=O)NC3CC3)n[nH]2)cc1 (stereo unspecified)	-5.5	0.96	-8.4	1.11	-0.4	4.0	-0.8	4.5	-10.6
CCc1cccc(CC)c1NC(=O)COC(=O)c1cccc(S(=O)(=O)N2CCc3ccccc3C2)c1	0.4	0.891	-7.2	0.989	-1.9	10.9	0.0	-2.4	1.1
O=C(NCc1cccs1)C1CCC(=O)N(Cc2cccc(C(F)(F)F)c2)C1 (stereo unspecified)	-2.3	1.08	-5.9	1.34	-0.1	-7.6	-2.4	0.2	-34.1
O=C(CSc1nnc(COc2cccc3ccccc23)o1)N1c2ccccc2CCc2ccccc21	-1.4	1	-4.7	1.15	2.5	-0.1	-2.2	0.9	-14.6
CCn1c(SCc2nc(-c3ccc(Cl)cc3)no2)nnc1-c1ccco1	0.1	1.23	-4.2	0.845	-1.6	-23.4	-1.6	-1.5	15.5
Cc1ccc(-n2c(SCC(=O)NCc3ccco3)nc3c(sc4ccccc43)c2=O)cc1	1.0	0.922	-5.8	1.11	2.6	7.8	0.0	10.2*	-11.0
CCCS(=O)(=O)N1CCN(Cc2ccccc2[N+](=O)[O-])CC1	-3.4	1	-5.1	0.967	0.4	-0.1	0.4	-0.2	3.3
Cn1cccc1C(=O)NCc1ccc(Cl)cc1	3.1	1.02	-2.0	1.09	-0.8	-2.0	0.0	-0.8	-9.4
CCCNC(=O)CCc1c(C)nc2c(c(C)nn2-c2ccc(C)cc2)c1C	-3.4	1.05	-2.9	0.972	0.5	-4.9	-5.7	1.9	2.8
COc1ccc(S(=O)(=O)N(CC(=O)N2CCOCC2)Cc2ccccc2)cc1C	-0.8	0.995	-6.3	1	1.9	0.5	-2.2	-1.2	-0.2
CCC(C)c1ccc(NC(=O)N2CCOCC2)cc1 (stereo unspecified)	-5.6	1.07	-3.9	0.94	0.0	-7.2	-2.2	-0.7	6.0
O=C(COC(=O)c1ccc(S(=O)(=O)C(F)F)cc1)Nc1cccnc1Cl	0.3	1.03	-8.9	1.14	0.0	-3.2	-1.8	-2.6	-14.4
COCC1CCN(c2nc3nonc3nc2N2CCSCC2)C1 (stereo unspecified)	-1.0	0.844	-2.2	1.32	0.4	15.6	-0.8	-2.5	-32.1
COC(=O)c1ccc(-c2noc(CN(Cc3ccncc3)CC3CCCO3)n2)cc1 (stereo unspecified)	0.7	0.956	-1.9	1	0.7	4.4	-0.1	-1.4	-0.4
COc1ccc(C2CC(c3cccc(Cl)c3)n3nc(N)nc3N2)cc1 (stereo unspecified)	-2.9	0.922	-6.8	0.939	0.6	7.8	-0.1	-0.8	6.1
COc1ccc(C(=O)OCC(=O)Nc2c(C)n(C)n(-c3ccccc3)c2=O)cc1OC	-3.6	1.14	-10.5	0.953	-2.4	-13.9	2.1	0.2	4.7
O=C(N/N=C/C(Br)=C\c1ccccc1)c1cccs1	-1.2	0.855	-3.2	0.876	6.4	14.5	-3.9	7.5	12.4
COc1ccc(CNCC(O)(c2ccccc2)c2ccc(Cl)cc2)cc1 (stereo unspecified)	-1.8	1.02	-2.8	1.39	10.9	-2.0	-6.3	4.6	-38.9
CN(C(=O)CSc1nnc(-c2cccs2)n1C1CC1)C1CCS(=O)(=O)C1 (stereo unspecified)	3.9	1.09	19.0	1.06	-0.5	-8.6	-0.5	1.0	-6.5
COc1ccc(-n2c(=S)[nH]c3cc(C(=O)NCCCN4CCOCC4)ccc3c2=O)c(OC)c1	-6.3	1.07	-2.3	1.1	-1.1	-7.1	0.6	-0.3	-9.9
N=c1c(S(=O)(=O)c2ccc(Br)cc2)cc2c(=O)n3ccccc3nc2n1C1CCCCC1	-3.5	0.876	-6.5	0.991	0.4	12.4	-3.6	3.9	0.9
COc1cccc(NC(=O)CN(C)C(=O)/C=C/c2cn(-c3ccccc3)nc2-c2ccc(C)cc2)c1	1.1	0.974	-6.9	1.18	-2.9	2.6	-6.4	16.6*	-18.3
O=C(O)c1ccc(CSc2nnnn2-c2ccc(F)cc2)cc1	-2.5	0.93	-3.4	0.939	0.2	7.0	2.4	0.8	6.1
Cc1ccc(CNC(=O)CCNC(=O)N2CCn3c2nc2ccccc23)cc1	-3.2	0.973	-2.9	1.12	-1.1	2.7	13.5*	0.2	-12.3
CC1CCCCC12NC(=O)N(CC(=O)Nc1sccc1C(N)=O)C2=O (stereo unspecified)	0.0	0.981	-2.9	0.89	-1.6	1.9	-5.7	-2.5	11.0
c1ccc2c(Nc3ccc4c(c3)OCCO4)c3c(nc2c1)CCC3	-8.7	0.976	-7.2	1.18	24.3	2.4	-4.4	-1.2	-17.8
Cc1c(Cl)c(-c2n[nH]c(=S)n2-c2ccc(F)cc2)nn1C	0.2	1.01	35.4	1.01	1.4	-1.4	1.6	1.4	-1.3
CCOC(=O)c1[nH]c2ccccc2c1NC(=O)CCN1CCN(C(=O)OCC)CC1	-0.3	1.06	4.2	1.1	0.3	-5.8	-0.2	2.9	-9.8
COc1cc2nc(SCC(=O)c3ccc(Br)cc3)n3nc(C)nc3c2cc1OC	-0.2	1.01	-6.4	1.07	2.5	-1.3	-2.4	5.0	-7.0
CCOc1ccc(CCNC(=O)c2nnc(Cc3ccc(F)cc3)o2)cc1OCC	1.3	1.05	-3.9	0.888	-0.3	-5.5	1.9	-1.9	11.2

Filtered by structure: those above containing fluorine.
SMILES	A3A deaminase	mIAP activ	A3G deaminase	hIAP activ	MPTP inh	mIAP block	MIN6 prolif	GRIN3A LBD mod	hIAP inh
O=C(Cn1nc(C(F)F)cc1C1CC1)N1CCCC1	1.3	0.983	-6.2	0.957	-2.6	1.7	-5.7	-0.9	4.3
O=C(NNC(=O)c1cc2cc(OC(F)(F)F)ccc2[nH]1)c1cccc(C(F)(F)F)c1	4.5	0.91	-5.1	1.49	10.3	9.0	-2.4	22.6*	-49.2
Cn1c(CSCc2ccc(F)cc2)n[nH]c1=S	-3.9	0.966	33.1	0.957	1.9	3.4	0.8	-2.2	4.3
O=C(NCc1cccs1)C1CCC(=O)N(Cc2cccc(C(F)(F)F)c2)C1 (stereo unspecified)	-2.3	1.08	-5.9	1.34	-0.1	-7.6	-2.4	0.2	-34.1
O=C(COC(=O)c1ccc(S(=O)(=O)C(F)F)cc1)Nc1cccnc1Cl	0.3	1.03	-8.9	1.14	0.0	-3.2	-1.8	-2.6	-14.4
O=C(O)c1ccc(CSc2nnnn2-c2ccc(F)cc2)cc1	-2.5	0.93	-3.4	0.939	0.2	7.0	2.4	0.8	6.1
Cc1c(Cl)c(-c2n[nH]c(=S)n2-c2ccc(F)cc2)nn1C	0.2	1.01	35.4	1.01	1.4	-1.4	1.6	1.4	-1.3
CCOc1ccc(CCNC(=O)c2nnc(Cc3ccc(F)cc3)o2)cc1OCC	1.3	1.05	-3.9	0.888	-0.3	-5.5	1.9	-1.9	11.2

Random draw from the library; overall some 5% were active at least once.
